Screens: PubChem BioAssay, National Center for Advancing Translational Sciences (NCATS)
GLP-1R agonist = GLP-1 receptor (human) agonism; P43220; HEK293 GLP-1R CRE-luciferase, luminescence, 4-6 h; cells express a hypersensitive GLP-1R form; Potency, µM (series often up to 45.6 µM), without a hit: top-dose activation, most hits filed as activators; hit rate 0.007% among 380,000; AID 624172; note: potency is the fitted concentration of half-maximal effect; % of control where 0% means no effect
Target sequence (P43220 whole entry, looked up): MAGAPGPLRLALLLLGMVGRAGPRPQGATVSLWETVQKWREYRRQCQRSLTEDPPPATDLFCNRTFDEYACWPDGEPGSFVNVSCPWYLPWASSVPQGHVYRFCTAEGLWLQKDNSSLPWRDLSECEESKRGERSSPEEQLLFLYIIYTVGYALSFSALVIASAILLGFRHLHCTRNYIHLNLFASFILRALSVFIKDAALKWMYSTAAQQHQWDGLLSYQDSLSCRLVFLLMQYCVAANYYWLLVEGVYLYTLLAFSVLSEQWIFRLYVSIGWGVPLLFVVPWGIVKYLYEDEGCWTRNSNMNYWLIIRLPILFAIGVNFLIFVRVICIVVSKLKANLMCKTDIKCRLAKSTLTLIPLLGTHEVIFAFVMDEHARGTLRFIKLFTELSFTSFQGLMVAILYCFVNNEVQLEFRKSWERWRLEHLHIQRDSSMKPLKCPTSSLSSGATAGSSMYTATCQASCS
D3 ag = D3 dopamine receptor (human) agonism; P35462; max activation, %; AID 652048; D3R DiscoveRx beta-arrestin cells, luminescence, 90 min; hit rate 0.58% among 410,000; in the data active = max activation above about 30%; note: 0% is about no effect; mostly tested at two doses, the higher about 12 µM
Target sequence (P35462 whole entry, looked up): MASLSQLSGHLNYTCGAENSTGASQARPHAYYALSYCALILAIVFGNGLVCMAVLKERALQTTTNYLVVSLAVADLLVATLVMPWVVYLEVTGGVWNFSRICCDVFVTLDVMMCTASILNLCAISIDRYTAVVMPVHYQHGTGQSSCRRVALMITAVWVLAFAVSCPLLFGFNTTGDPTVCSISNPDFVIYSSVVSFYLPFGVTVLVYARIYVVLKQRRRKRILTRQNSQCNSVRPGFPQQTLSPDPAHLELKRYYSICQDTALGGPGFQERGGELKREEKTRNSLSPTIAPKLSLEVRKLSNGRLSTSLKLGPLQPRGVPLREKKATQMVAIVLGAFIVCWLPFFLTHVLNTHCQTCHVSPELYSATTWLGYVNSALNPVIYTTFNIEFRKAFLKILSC
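Agonist mode: compounds and dopamine controls were applied to plated cells for 90 min at 37 degrees C after an overnight attachment at 1500 cells/well. Luminescent read-out followed 30 - 60 minutes at room temperature with DiscoveRx detection reagent.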
IL2 activator = activates IL-2 in a cell-based reporter assay | IL-2 activation reporter assay, cell-based qHTS; stimulated with anti-CD3/CD4/CD28 beads; in transgenic mouse T cells | activation, % (series mostly up to about 46 µM) | hit rate 0.065% among 360,000 | AID 652025; in the data active = activation above about 50%; inconclusive = mostly about 30% to 49%; note: 0% is about no effect
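Readout: EGFP and DsRed signals by fluorescent plate cytometry. Unstimulated transgenic mouse T cells received compound 60 min before antibody-bead stimulation, then incubated 18 h at 37 degrees C.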
PI5P4Ka inh = PI5P4K alpha (human) kinase inhibition. PI5P4Kalpha enzyme, ADP-Glo luminescence, 60 min; stronger effect = lower value. max response, %. hit rate 1.2% among 330,000; active = max response of -50% or lower; inconclusive = between -30% and -50%; inactive = -30% or higher; note: value at the top dose of about 77 µM; % is set by controls: 0 for no effect and ±100 for the full control effect
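Human PI5P4Kalpha with substrate in 0.038 M HEPES pH 7.4, 0.28 mM EGTA, 0.1% CHAPS, 5% DMSO; reaction started with 5 microM ATP (final), 60 min at room temperature. ADP formed read by ADP-Glo luminescence.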
D3 antag = blocks the human D3 dopamine receptor | P35462 | D3R cells, DiscoveRx beta-arrestin luminescence, antagonist mode; stronger effect = lower value | max response, negative = inhibition, % | hit rate 2.5% among 360,000 | AID 652054; in the data active = max response below about -50%; inconclusive = no clear call, values can overlap the other calls; note: % is set by controls: 0 for no effect and ±100 for the full control effect; mostly tested at two doses, the higher about 12 µM
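Cells expressing the human receptor were seeded at 1500 cells/well, incubated overnight at 37 degrees C in 5% CO2, then exposed to library compounds with dopamine controls for 90 minutes at 37 degrees C before luminescent detection.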
PLK1 PBD inh = inhibitors of human PLK1 polo-box domain binding. P53350. Plk1 PBD binding of FITC phosphopeptide, fluorescence polarization. Potency, µM, inactives show max response, negative = inhibition, most hits filed as inhibitors. hit rate 2.8% among 360,000. AID 720504; note: potency is the fitted concentration of half-maximal effect; series mostly up to about 57 µM; % is set by controls: 0 for no effect and ±100 for the full control effect; nearly all actives have a fitted effect of over 65% in size
GLP1R inv ag = inverse agonists of human GLP-1 receptor | P43220 | HEK293 GLP-1R CRE-luciferase, luminescence, 24 h; GLP-1R form is constitutively active | Potency, µM (highest dose often 38.3 µM), inactives show at the highest dose activity change, negative = inhibition, most hits filed as inhibitors | hit rate 1.6% among 410,000 | AID 624417; note: potency is the fitted concentration of half-maximal effect; % is set by controls: 0 for no effect and ±100 for the full control effect; nearly all actives have a fitted effect of over 55% in size
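Assay principle: reduced luminescence from a cAMP-responsive reporter in HEK293 cells co-expressing a constitutively active GLP-1R. Conditions: 24 hr compound incubation, 37 deg C, 5% CO2.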
WRN helicase inh = WRN helicase (human) inhibition; AID 651768; Potency, µM (series often up to 114 µM), inactives show at the top dose activity change, negative = inhibition, hits mostly inhibitors; hit rate 0.46% among 360,000; WRN helicase unwinding, fluorescent forked duplex, kinetic; note: potency is the fitted concentration of half-maximal effect; % is set by controls: 0 for no effect and ±100 for the full control effect; nearly all actives have a fitted effect of over 55% in size
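Primary qHTS, 1536-well format. 20 nM WRN + compound, 15 min RT; start with 100 nM forked fluorophore/quencher duplex, 2 mM ATP (final); kinetic read ex 525/em 598 nm.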
HEK293 tox = cytotoxicity counter-screen for GLP-1 receptor inverse agonists; HEK293 cAMP-luciferase reporter cells, luminescence, 24 h; Potency, µM (titrated, usually from 38.3 µM), without a hit: at the highest dose activity change, negative = inhibition, usual class: inhibitors; hit rate 0.13% among 410,000;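 note: loss of luciferase light is scored as toxicity; potency is the fitted concentration of half-maximal effect; % is set by controls: 0 for no effect and ±100 for the full control effect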
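Cells in DMEM/10% Nu serum/1% pen-strep, 1536-well format. Pre-incubated 12 h, dosed with 23 nL compound, incubated a further 24 h. Luciferase detection, 12 min at room temp, luminescence.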
* marks the source's active call; other numbers are inactive results; ? = inconclusive; nt = not tested or not shown; [ ] = dose if it differs, or a comment. Unless noted, calls come from the whole dose curve; as a rule, active = well fitted curve in the direction sought with a large enough effect; inconclusive = small, poorly fitted or top-dose-only effect, or another doubt; inactive = no such curve, though single readings can be large; an effect the other way counts as inactive or inconclusive. Hits appear at their usual frequency, and some 7.8% of all compounds hit somewhere here.

SMILES	GLP1R inv ag	IL2 activator	D3 ag	D3 antag	PLK1 PBD inh	PI5P4Ka inh	HEK293 tox	WRN helicase inh	GLP-1R agonist
CC(=O)[C@@]1(O)CC[C@H]2[C@@H]3CCC4=CC(=O)CC[C@]4(C)[C@H]3[C@@H](O)C[C@@]21C	-16%	0.1	11	-4	-3%	-7	3%	11%	-5%
Cc1cc(C)cc(NC(=O)Nc2cc(-c3ccccc3)nn2C)c1	8.9µM*	1.0	-1	6	-6%	18	-15%	-11%	22%
Nc1cc(S(=O)(=O)Nc2ccccc2Cl)ccc1N1CCCC1	?	-1.6	3	1	-6%	-4	-3%	0%	6%
COC(=O)CCCC1=CC2=CC(=O)C(C)(OC(=O)c3cccs3)C(=O)C2=CN1C1CCCCC1 (centres undefined)	5%	0.6	12	57	-30%	-10	-5%	11%	-4%
O=C(O)COc1ccc(C(=O)c2ccccc2)cc1	8%	0.8	4	-1	-2%	0	-1%	-1%	-5%
CCN(CC(=O)Nc1cccc(S(=O)(=O)N2CCCCC2)c1)Cc1ccccc1	?	-1.0	1	-23	1%	-9	11%	-1%	30%
NS(=O)(=O)c1ccc(NC(=O)NC2CC(=O)N(c3ccc4c(c3)OCCO4)C2)cc1 (centres undefined)	23%	0.1	3	4	-12%	-19	0%	-19%	0%
CC1=CC(C)(C)N(C(=O)CCl)c2cc(C)ccc21	?	-2.1	-4	-3	-3%	-5	2%	5%	-1%
COc1ccccc1C/C(N)=N/OC(=O)c1ccc2c(c1)OCO2	?	3.3	6	17	4%	0	?	-17%	?
COc1cc(SC)ccc1C(=O)Nc1ccon1	58%[activator]	-1.6	2	-9	?	-8	-10%	6%	-1%
CC(=O)CC1(OC(C)=O)C(=O)N(C)c2ccccc21 (centres undefined)	-22%	-0.3	-13	2	-9%	3	-17%	12%	-1%
O=C(CN1CCCCC1)N/N=C/c1ccccc1OCc1ccccc1	-8%	-3.5	-6	-11	0%	8	4%	-12%	1%
COc1ccc(NC(=S)N(CCCN2CCOCC2)C(C)c2cc3ccccc3o2)cc1 (centres undefined)	?	0.2	-14	-24	1%	0	-14%	-3%	-5%
COc1cc(C(=O)Oc2ccc(/C=N/NC(=O)c3ccncc3)cc2)cc(OC)c1OC	17%	-3.4	12	52	-2%	2	-11%	8%	-3%
COc1cc(CNC2CCCC2)cc(Cl)c1OCc1ccccc1F	3.5µM*	0.1	-5	-7	-6%	nt	?	-4%	0%
CCOC(=O)N1CCN(C(=O)c2ccc3c(=O)n(Cc4ccc(OC)cc4)c(=S)[nH]c3c2)CC1	?	-0.4	0	?	-17%	1	8%	-8%	-7%
CCCC(=O)NCCc1nc2ccccc2n1Cc1c(F)cccc1Cl	-6%	nt	2	nt	nt	nt	-10%	nt	0%
CN(Cc1ccc(C#CCCO)cc1)CC1CCCN(CCc2ccc(Cl)cc2)C1 (centres undefined)	?	-4.2	-4	-5	3%	-3	?	1%	-7%
N#C/C(=C\c1ccccc1)C(=O)OCC(=O)N1CCCC1	2%	0.5	2	3	-9%	1	11%	3%	1%
COc1cccc(NC(=O)Cn2cc3c(n2)CCCCC3)c1	-17%	-2.2	2	21	-4%	6	-7%	-1%	7%
CC(C)NC(=S)NC1(C)CCS(=O)(=O)C1 (centres undefined)	16%	-2.4	-4	-9	-9%	3	21%	2%	1%
Cc1ccc(Oc2ccc(Cl)cc2N)cc1	-28%	1.9	-13	-25	?	3	10%	-4%[57.1 µM]	12%
Cn1c(C(=O)N2CCN(C(=O)c3ccco3)CC2)cc2c(=O)n3ccccc3nc21	23%	2.1	1	12	-8%	6	nt	-5%	13%
CC(C)CN1C(=O)CSCC1(C)C(=O)Nc1ccc2c(c1)OCCO2 (centres undefined)	5%	-0.5	-1	-11	-15%	-3	17%	7%	nt
COc1ccc(-c2n[nH]c(=S)n2/N=C/C=C/c2ccccc2OC)cc1	-4%	0.2	-19	?	-22%	0	2%	-9%	6%
CCN(CC)S(=O)(=O)c1ccc(-c2cn3cc(Cl)ccc3n2)cc1	15%	-0.6	-6	-18	12µM*	-15	-9%	-8%	23%
COc1ccc(Br)c(C(=O)Nc2ccc(F)cc2)c1	?	-2.3	-8	0	-12%	0	-23%	3%	14%
CCOc1ccc(NC(=O)CN(C)C(=O)CSCc2cccc(C)c2)cc1OCC	?	0.5	2	11	-11%	0	19%	-31%	1%
COC(=O)c1ccc(NC(=O)CSCc2ccccc2)cc1	-23%	0.9	-2	-11	-24%	-7	7%	-5%	26%
COc1ccc(O)c(/C=N/NC(=O)CN2CCS(=O)(=O)CC2)c1	?	-0.2	11	21	-3%	0	44%[activator]	-3%	0%
CCOc1ccc(/C=N/NC(=O)CNC(=O)c2ccc(S(=O)(=O)N3CCOCC3)cc2)cc1	3%	-0.3	7	12	-4%	3	-9%	3%	5%
O=C1CCCN1CCCNC(=S)Nc1ccc(Nc2ccccc2)cc1	-5%	-1.4	15	5	-30%	1	0%	0%	-1%

Ordered by formula weight (falling): three of the compounds above
SMILES	GLP1R inv ag	IL2 activator	D3 ag	D3 antag	PLK1 PBD inh	PI5P4Ka inh	HEK293 tox	WRN helicase inh	GLP-1R agonist
CCOc1ccc(/C=N/NC(=O)CNC(=O)c2ccc(S(=O)(=O)N3CCOCC3)cc2)cc1	3%	-0.3	7	12	-4%	3	-9%	3%	5%
CCOc1ccc(NC(=O)CN(C)C(=O)CSCc2cccc(C)c2)cc1OCC	?	0.5	2	11	-11%	0	19%	-31%	1%
O=C1CCCN1CCCNC(=S)Nc1ccc(Nc2ccccc2)cc1	-5%	-1.4	15	5	-30%	1	0%	0%	-1%

(listing goes on)
SMILES	GLP1R inv ag	IL2 activator	D3 ag	D3 antag	PLK1 PBD inh	PI5P4Ka inh	HEK293 tox	WRN helicase inh	GLP-1R agonist
Cc1ccc(C(=O)Nc2ccc(OCc3cc(=O)n4c(C)csc4n3)cc2)cc1	14%	nt	-3	nt	nt	nt	3%	nt	0%
COc1cccc(CNC(=O)c2ccc(OCC(=O)N3CCOCC3)c(OC)c2)c1	26%	-1.1	13	-6	-3%	-3	-2%	0%	9%
CC(C)C(NS(=O)(=O)c1cccs1)C(=O)Nc1nc(C(C)(C)C)cs1 (centres undefined)	?	-1.6	-12	11	-13%	nt	12%	-9%	4%
OC(COCc1ccc(Cl)cc1)CN1CCN(c2ccccn2)CC1 (centres undefined)	-29%	-0.8	59*	0	-6%	1	-16%	-4%	18%
COC(=O)c1sc2nc(C)cc(-c3ccccc3)c2c1N	12%	1.0	5	-1	-7%	8	97%[activator]	-19%	26%
C=CCNC(=O)c1nn2cccnc2c1Cl	23%	0.7	6	-24	2%	-2	57%[activator]	-3%	-3%
CN(Cc1ccccc1)C(=O)CCCn1c(=O)c2cccn2c2cccnc21	27%	-1.7	-14	-20	-14%	-21	6%	-2%	5%
CCOc1cccc(/C=N/NC(=S)Nc2ccccc2[N+](=O)[O-])c1O	?	-0.7	-1	6	1%	-21	?	-3%	-3%

Quoted at random: four records from the list.
SMILES	GLP1R inv ag	IL2 activator	D3 ag	D3 antag	PLK1 PBD inh	PI5P4Ka inh	HEK293 tox	WRN helicase inh	GLP-1R agonist
Cc1ccc(C(=O)Nc2ccc(OCc3cc(=O)n4c(C)csc4n3)cc2)cc1	14%	nt	-3	nt	nt	nt	3%	nt	0%
COC(=O)c1sc2nc(C)cc(-c3ccccc3)c2c1N	12%	1.0	5	-1	-7%	8	97%[activator]	-19%	26%
C=CCNC(=O)c1nn2cccnc2c1Cl	23%	0.7	6	-24	2%	-2	57%[activator]	-3%	-3%
COc1cccc(CNC(=O)c2ccc(OCC(=O)N3CCOCC3)c(OC)c2)c1	26%	-1.1	13	-6	-3%	-3	-2%	0%	9%

Next results:
SMILES	GLP1R inv ag	IL2 activator	D3 ag	D3 antag	PLK1 PBD inh	PI5P4Ka inh	HEK293 tox	WRN helicase inh	GLP-1R agonist
COC(=O)c1c(O)cc(C(C)(C)C)n(-c2ccccc2)c1=O	9%	-1.8	4	11	-14%	2	21%	2%	-1%
CCOC(=O)c1cc(C#N)c(N2CCN(C(=O)c3cccc(C(F)(F)F)c3)CC2)nc1C(F)(F)F	?	-0.7	2	-6	-1%	-2	-3%	-12%	19%
CC(=O)c1sc(NC(=O)c2ccc(Br)o2)nc1C	46%[activator]	-0.7	-2	1	4%	0	0%	-2%	-4%
COc1ccc(CNC(=S)N/N=C(\C)c2ccc(OC)cc2)cc1	?	-1.0	3	2	-6%	10	?	-12%	24%
O=C(CN1CCN(Cc2ccccc2Cl)C1=O)N1CCCCCC1	-11%	-1.4	0	9	-5%	2	3%	-15%[57.1 µM]	-3%
O=C(NCc1cccs1)C1CCCN1C(=O)NC1CCCCC1 (centres undefined)	4%	-1.2	-1	6	4%	8	-14%	-6%	2%
Nc1c(C(=O)N/N=C/c2ccc(F)cc2)oc2nc(-c3ccccc3)cc(-c3ccco3)c12	28%	230*	26	27	26%	0	1%	-12%	16%
